BLM inh – inhibitors of human Bloom syndrome helicase BLM; Potency, µM (top dose mostly 56.1 µM), for inactives: at the highest dose activity change, negative = inhibition, most hits filed as inhibitors; recombinant BLM DNA unwinding, fluorescence dequenching; hit rate 0.2% among 350,000; AID 2528; P54132; active means well fitted inhibition curve with a large enough effect; inconclusive means small, poorly fitted or top-dose-only effect;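 further: plate controls were vehicle for no effect and no enzyme for full effect; nearly all actives have a fitted effect of over 35% in size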
* = called active by the depositor; ? = inconclusive; & = joins results of further samples; [ ] = remark or other dose. Potency means the concentration at half of the fitted maximal effect. This is a subset; count on the stated rates, not on these rows.

SMILES	BLM inh
CC(C)C[C@H](NC(=O)CNC(=O)[C@H](C)NC(=O)[C@H](CC(C)C)NC(=O)[C@H](CCCNC(=N)N)NC(=O)[C@H](Cc1cnc[nH]1)NC(=O)[C@@H](NC(=O)[C@@H](N)C(C)C)[C@@H](C)O)C(=O)N[C@@H](CC(C)C)C(=O)N[C@@H](CO)C(=O)N[C@@H](CCCNC(=N)N)C(=O)N[C@@H](CO)C(=O)NCC(=O)NCC(=O)N[C@H](C(=O)N[C@H](C(=O)N[C@@H](CCCCN)C(=O)N[C@@H](CC(N)=O)C(=O)N[C@@H](CC(N)=O)C(=O)N[C@@H](Cc1ccccc1)C(=O)N[C@H](C(=O)N1CCC[C@H]1C(=O)N[C@H](C(=O)N[C@@H](CC(N)=O)C(=O)N[C@H](C(=O)NCC(=O)N[C@@H](CO)C(=O)N[C@@H](CCCCN)C(=O)N[C@@H](C)C(=O)N[C@@H](Cc1ccccc1)C(N)=O)C(C)C)[C@@H](C)O)C(C)C)C(C)C)C(C)C	4%
CCCCc1nc2c(c3c1CC(C)OC3)CN(CCC(C)C)CC2 (configuration not stated)	-1%[12.4 µM]
Cn1c(-c2ccccc2)c(O)c(=O)c2ccccc21	1%[12.4 µM]
COC(=O)CC1=COC(O)C2C(CO)=CC[C@@H]12 (some centres not stated)	-1%[12.4 µM]
CC1(C)CCC[C@@](C)([C@H]2CC[C@]3(C)[C@@H]2[C@H](O)C[C@@H]2[C@@]4(C)CC[C@H](O)C(C)(C)[C@@H]4CC[C@]23C)O1	-8%
Cn1c(-c2nc(-c3ccccc3)cs2)nc2ccccc21	-4%
CC(=O)Oc1c(C)cccc1C(=O)O	-1%
CC[C@H](C)[C@H](NC(=O)[C@@H](NC(=O)[C@@H](NC(=O)[C@H](CCC(=O)O)NC(=O)[C@H](CCC(=O)O)NC(=O)[C@H](CCC(=O)O)NC(=O)[C@H](C)NC(=O)[C@@H](N)CC(C)C)C(C)C)C(C)C)C(=O)N[C@@H](CCCNC(=N)N)C(=O)N[C@@H](CO)C(=O)N[C@@H](C)C(=O)N[C@@H](CC(N)=O)C(=O)N[C@@H](Cc1ccccc1)C(=O)N[C@H](C(=O)N[C@@H](CC(=O)O)C(=O)N[C@@H](CC(N)=O)C(=O)O)[C@@H](C)O	0%
CC(C)C[C@@H](CC(=O)N[C@@H](CCC(=O)O)CC(=O)O)NC(=O)[C@@H]1CNCC[C@H]1NC(=O)C[C@H](CCCN)NC(=O)C[C@H](Cc1c[nH]c2ccccc12)NC(=O)[C@@H]1CNCC[C@H]1N	5%
CC1CCC(C(=O)O)NC1c1cccc(N2CCCC2=O)c1 (configuration not stated)	-11%[12.4 µM]
COc1cc2c(cc1OC)[C@H](C)N(CC1C(=O)O[C@@H]3C[C@@]4(C)CCC[C@H](C)[C@@]45OC5[C@H]13)CC2 (some centres not stated)	-3%
CC[C@]12CCCN3CCc4c(n(c5ccccc45)C(=O)C1)[C@H]32	-3%
CCCCS(=O)(=O)N1CCc2nc(-c3ccc(OC)cc3C)c3c(c2C1)CO[C@@H](c1ccccc1)C3	-5%[12.4 µM]
C=C(C)C(=O)c1cccs1	5%
CC(=O)OC[C@@H]1O[C@@H](O/N=C2/C[C@@H](O)[C@@H](O)[C@@H]3[C@@H]4C(=O)N(C5CCCCC5)C(=O)[C@H]4CC[C@@H]23)[C@H](OC(C)=O)[C@H](OC(C)=O)[C@@H]1OC(C)=O	-1%[12.4 µM]
CC(=O)OC[C@@H]1O[C@H](C/C=N\O[C@@H](C)c2cc(-c3c(C)cc(C)cc3C)no2)C=C[C@@H]1OC(C)=O	-3%[12.4 µM]
COC(=O)c1ccc(C(NC(=O)c2ccco2)[C@]2(C)C[C@H]2C2CCCCC2)cc1 (some centres not stated)	-10%
C=C(CC(=O)OC)C[C@]1(CC(=O)OC)CC2(CC=C(C)C)C(=O)C(C(=O)c3ccccc3)=C(OC(=O)c3ccc(Br)cc3)C(CC=C(C)C)(C1)C2=O (some centres not stated)	-2%[12.4 µM]
C=C1C(=O)OC2C1CC/C(C)=C/CCC1(C)OC21 (configuration not stated)	2%
CCCn1c(-c2ccc(F)cc2)nc2c(N3CCN(CCC(=O)OCC)CC3)nc(C)nc21	-3%
CCCCc1nc2c(c3c1C[C@H](C)OC3)CN(S(=O)(=O)CCCC)CC2	2%[12.4 µM]
COC(=O)C1CC1C(NC(=O)[C@H]1CCCCN1)c1ccccc1 (some centres not stated)	3%
CCOC(=O)CCN1C(=O)[C@H]2[C@H]3[C@H](O)[C@H](O)C/C(=N/NC(=O)OCc4ccccc4)[C@@H]3CC[C@@H]2C1=O	0%[12.4 µM]
CCOC(=O)CNC(=O)O[C@@H]1C(=O)c2cc(OC)ccc2O[C@H]1c1cccc(OC)c1	4%
CC[C@H](C)[C@H](NC(=O)[C@H](CCC(=O)O)NC(=O)[C@H](CO)NC(=O)[C@@H](NC(=O)[C@H](C)N)C(C)C)C(=O)N[C@@H](CCC(N)=O)C(=O)N[C@@H](CC(C)C)C(=O)N[C@@H](CCSC)C(=O)N[C@@H](Cc1cnc[nH]1)C(=O)N[C@@H](CC(N)=O)C(=O)N[C@@H](CC(C)C)C(=O)NCC(=O)N[C@@H](CCCCN)C(=O)N[C@@H](Cc1cnc[nH]1)C(=O)N[C@@H](CC(C)C)C(=O)N[C@@H](C)C(=O)N[C@@H](CO)C(=O)N[C@H](C(=O)N[C@@H](CCC(=O)O)C(=O)N[C@@H](CCCNC(=N)N)C(=O)N[C@@H](CCSC)C(=O)N[C@@H](CCC(N)=O)C(=O)N[C@@H](Cc1c[nH]c2ccccc12)C(=O)N[C@@H](CC(C)C)C(=O)N[C@@H](CCCNC(=N)N)C(=O)N[C@@H](CCCCN)C(=O)N[C@@H](CCCCN)C(=O)N[C@@H](CC(C)C)C(=O)N[C@@H](CCC(N)=O)C(=O)N[C@@H](CC(=O)O)C(=O)N[C@H](C(=O)N[C@@H](Cc1cnc[nH]1)C(=O)N[C@@H](CC(N)=O)C(=O)N[C@@H](Cc1ccccc1)C(=O)O)C(C)C)C(C)C	-11%
COC(=O)[C@H](COC(C)(C)C)NC(=O)O[C@@H]1C(=O)c2cc(Br)ccc2O[C@H]1c1ccc2c(c1)OCO2	3%
CC(Nc1oc(-c2ccccc2)nc1-c1ccccc1)c1ccccc1 (configuration not stated)	1%&1%
Cc1noc(C)c1-c1cc(NCc2ccccc2)ncn1	1%
CO[C@H]1COC(=O)C/C=C\[C@H](C)COC(=O)[C@@H](C)NC(=O)C/C=C\[C@@H]1C	1%[12.4 µM]
O=C1[C@H]2[C@H]3[C@H](O)[C@H](O)C/C(=N/OC[C@@H](O)COCc4ccco4)[C@@H]3CC[C@@H]2C(=O)N1C[C@@H]1CCCO1	0%[12.4 µM]
CC(C)C[C@H](NC(=O)[C@H](Cc1cnc[nH]1)NC(=O)[C@@H](N)Cc1cnc[nH]1)C(=O)NCC(=O)NCC(=O)N[C@@H](C)C(=O)N[C@@H](CCCCN)C(=O)N[C@@H](CCC(N)=O)C(=O)N[C@@H](C)C(=O)NCC(=O)N[C@@H](CC(=O)O)C(=O)N[C@H](C(=O)O)C(C)C	-1%
CC(C)(C)OC(=O)NCCCC1=CC2=CC(=O)C(C)(OC(=O)c3ccc(Cl)nc3)C(=O)C2=CO1 (configuration not stated)	-6%
CO/N=C\[C@@H](C)[C@H](OCc1ccccc1)C(C)C	5%[12.4 µM]
Cc1nc(N2CCOCC2)c2nc(-c3ccccc3)n(CCN3CCOCC3)c2n1	-2%
NS(=O)(=O)c1cccc2c1c([N+](=O)[O-])cc1[nH]c(=O)c(=O)[nH]c12	-5%&-19%
CCCCc1cc2c(cn1)=C(OC(=O)CCC(=O)OC)C(C)(OC(=O)CC)C(=O)C=2 (configuration not stated)	-9%[12.4 µM]
CCCCS(=O)(=O)N1C2=NC(C(=O)OC)=C(C(=O)OC)[C@@H]3N(Cc4ccccc4)c4ccccc4[C@]23C[C@H]1C(=O)OC	-1%[12.4 µM]
CCCCCCCCCCCCCC[C@@H](O)[C@@H](O)[C@@H](N)CO	-2%
CCCCCCCCCCCCC/C=C/[C@@H](O)[C@H](CO)NC(=O)CCCCC	-13%
COC(=O)NC(CCc1ccccc1)C(C(C)=O)C(=O)OC (configuration not stated)	-3%
CO[C@]1(C2=NCCN2)COc2ccccc2O1	4%
CC(C)C[C@H](NC(=O)[C@@H]1CCC(=O)N1)C(=O)N[C@@H](Cc1ccc(O)cc1)C(=O)N[C@@H](CCC(=O)O)C(=O)N[C@@H](CC(N)=O)C(=O)N[C@@H](CCCCN)C(=O)N1CCC[C@H]1C(=O)N[C@@H](CCCN=C(N)N)C(=O)N[C@@H](CCCN=C(N)N)C(=O)N1CCC[C@H]1C(=O)N[C@@H](Cc1ccc(O)cc1)C(=O)O	-5%
C/C=C/c1ccc2oc(-c3ccc(O)cc3)c(C)c2c1	-13%
CC(C)[C@H](CO)Nc1nc(Nc2cccc(Cl)c2)c2ncn(C(C)C)c2n1	-17%
O=C(O)c1ccc(-c2ccc3cc(C45CC6CC(CC(C6)C4)C5)c(O)cc3c2)cc1	-1%
C=CCOC(=O)N[C@@H](CCc1ccccc1)C(C(C)=O)C(C)=O	0%
CCC/C=C(\CCC)C(NS(=O)(=O)c1ccccc1)c1ccc(C(F)(F)F)cc1 (configuration not stated)	-9%
COC(=O)CCCC[C@@H]1SC[C@@H]2NC(=O)N[C@@H]21	1%
N[C@@H](C(=O)O)c1ccc(P(=O)(O)O)cc1	1%
COC(=O)[C@H]1C[C@@H]1[C@H](NC(=O)c1cc(C)nn1C)c1ccccc1	4%
O=C(N[C@@H](c1ccccc1)[C@@H]1C[C@H]1C(=O)NCc1ccccc1)OCc1ccccc1	-8%
Cc1cc(=O)oc2cc(NC(=O)CC(N)C(=O)O)ccc12 (configuration not stated)	0%
CC(C)(C)Nc1oc(-c2ccccc2)nc1-c1ccccc1	1%
Cc1[nH]c(/C=C2/C(=O)Nc3ccc(S(=O)(=O)Cc4c(Cl)cccc4Cl)cc32)c(C)c1C(=O)N1CCCC1CN1CCCC1 (configuration not stated)	?
Cc1cc(O)c(C)c2c1CC[C@H]1[C@H](C)C(=O)O[C@H]21	1%
O=c1cc(-c2ccccc2O)oc2c1ccc1ccccc12	-1%
O=c1cc(-c2ccc(O)cc2)oc2cc(OC3OC(CO)C(O)C(O)C3O)c(C3OC(CO)C(O)C(O)C3O)c(O)c12 (configuration not stated)	3%
C[C@@]12CCc3occc3[C@H]1CC[C@@]13C[C@@H](CC[C@H]12)[C@@](O)(CO)C3	-3%
COC(=O)C/C=C\[C@@H](C)[C@@H](/C=N\OC[C@@H](O)[C@H]1O[C@H]2OC(C)(C)O[C@H]2[C@@H]1O)OC	4%[12.4 µM]
C=C(C(C)=O)C(O)c1ccco1 (configuration not stated)	3%

Three of the entries above in order of the BLM inh value, lowest first.
SMILES	BLM inh
O=C(O)c1ccc(-c2ccc3cc(C45CC6CC(CC(C6)C4)C5)c(O)cc3c2)cc1	-1%
Cc1cc(=O)oc2cc(NC(=O)CC(N)C(=O)O)ccc12 (configuration not stated)	0%
C=C1C(=O)OC2C1CC/C(C)=C/CCC1(C)OC21 (configuration not stated)	2%

The list continues:
SMILES	BLM inh
COC(=O)C1=C(C)[C@@H](O)[C@@H](C)[C@H](c2c(OC)c(OC)c(C)c(OC)c2OC)O1	-9%[12.4 µM]
CCN1C(=O)[C@H]2[C@H]3[C@H](O)[C@H](O)C/C(=N/OCc4ccccc4)[C@H]3CC[C@@H]2C1=O	8%[12.4 µM]
COc1cc(OC)c2c(=O)c(-c3ccccc3)c(C)oc2c1OC	4%
CCCCC/C=C\C[C@@H]1O[C@H]1C(O)/C=C\C/C=C\CCCC(=O)O (some centres not stated)	-1%
CC(=O)N1C2(C=CC1(C)C(=O)NCc1ccc(C)o1)CCCCC2 (configuration not stated)	-5%
CCCCC[C@H](O)/C=C/C=C/C/C=C\CCCC(=O)O	0%
CCCCCCCCCCOc1cc(OCCCCCCCCCC)cc(N(CC(=O)O)CC(=O)O)c1	?
CC(C)(C)N1C(=O)[C@H]2[C@H]3[C@H](O)[C@H](O)C/C(=N/NC(=O)OCc4ccccc4)[C@H]3CC[C@@H]2C1=O	4%[12.4 µM]
CC(=O)Oc1ccc2c(c1)CCC1C2CC[C@@]2(C)C1CC(OC(C)=O)C2OC(C)=O (some centres not stated)	4%
COCCNc1nc(C)nc2c1nc(-c1ccccc1)n2CC1CCN(C)CC1	1%
O=c1c(O)c(-c2ccc(O)cc2)oc2ccc(O)cc12	3%
COC(=O)[C@@]1(Cc2ccc(OC)cc2)[C@H]2c3cc(C(=O)N(C)C)n(Cc4ccc(C)c(F)c4F)c3C[C@H]2CN1C(=O)c1ccccc1	-9%

Part of the list above, with values ahead of the structure:
| BLM inh | Molecule |
| --- | --- |
| 8%[12.4 µM] | CCN1C(=O)[C@H]2[C@H]3[C@H](O)[C@H](O)C/C(=N/OCc4ccccc4)[C@H]3CC[C@@H]2C1=O |
| 4% | COc1cc(OC)c2c(=O)c(-c3ccccc3)c(C)oc2c1OC |
| -1% | CCCCC/C=C\C[C@@H]1O[C@H]1C(O)/C=C\C/C=C\CCCC(=O)O (some centres not stated) |
| -5% | CC(=O)N1C2(C=CC1(C)C(=O)NCc1ccc(C)o1)CCCCC2 (configuration not stated) |
| 0% | CCCCC[C@H](O)/C=C/C=C/C/C=C\CCCC(=O)O |
| ? | CCCCCCCCCCOc1cc(OCCCCCCCCCC)cc(N(CC(=O)O)CC(=O)O)c1 |
| 4%[12.4 µM] | CC(C)(C)N1C(=O)[C@H]2[C@H]3[C@H](O)[C@H](O)C/C(=N/NC(=O)OCc4ccccc4)[C@H]3CC[C@@H]2C1=O |
| 4% | CC(=O)Oc1ccc2c(c1)CCC1C2CC[C@@]2(C)C1CC(OC(C)=O)C2OC(C)=O (some centres not stated) |
| 1% | COCCNc1nc(C)nc2c1nc(-c1ccccc1)n2CC1CCN(C)CC1 |
